UPR CHOP act: activators of apoptotic arm of unfolded protein response (CHOP) | CHO-CHOP luciferase reporter, UPR activation, luminescence; percent of tunicamycin response over DMSO baseline | activation, % at 10 µM | 330,000 tested, 0.34% active;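 active = at 10 µM dose, activation of 40% or more, normalized to positive control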;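 note: 100% = tunicamycin at 10 µg/mL and 0% = DMSO alone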
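System: CHO-CHOP luciferase reporter cell line; amount: 500 cells/well; buffer or medium: F12 medium containing 10% fetal bovine serum; incubation: 6 h compound exposure at 37 °C after overnight seeding; measured by: luciferase luminescence after 10 min with Steady-Glo reagent; evaluation: % reporter activation, DMSO baseline versus tunicamycin full activation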
CCR6 antag: antagonists of human CCR6 receptor | P51684 | inhibition, % at 20 µM | CHO-K1 CCR6 PathHunter beta-arrestin, luminescence, CCL20-stimulated | 340,000 tested, 0.49% active | AID 493098;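 active = compounds whose inhibition of the agonist-driven luminescence signal at 20 µM reaches about 50%, limit read from the data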;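 note: cells stimulated with CCL20 at 14 nM final; plate controls were DMSO with CCL20 for no effect and DMSO without agonist for full effect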
Target sequence (P51684 whole entry, looked up): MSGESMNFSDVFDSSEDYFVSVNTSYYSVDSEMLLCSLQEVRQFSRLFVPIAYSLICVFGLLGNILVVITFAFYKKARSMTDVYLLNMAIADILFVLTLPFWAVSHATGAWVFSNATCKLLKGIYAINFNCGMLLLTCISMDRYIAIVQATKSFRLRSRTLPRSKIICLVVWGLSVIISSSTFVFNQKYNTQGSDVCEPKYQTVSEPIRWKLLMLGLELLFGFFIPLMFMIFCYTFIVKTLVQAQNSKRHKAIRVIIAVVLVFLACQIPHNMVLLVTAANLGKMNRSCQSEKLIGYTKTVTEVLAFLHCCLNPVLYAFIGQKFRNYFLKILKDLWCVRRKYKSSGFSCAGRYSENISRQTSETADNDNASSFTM
Gli-Sufu block: blocks Gli-Sufu signaling in a luciferase reporter | Sufu-KO-LIGHT fibroblasts, Gli luciferase reporter luminescence | inhibition, % at 5 µM | 340,000 tested, 0.74% active | AID 588413;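 active = inhibition above about 55%, limit read from the data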;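 note: 0% = DMSO-treated cells and 100% = wells with medium but no cells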
697 NFkB inh: inhibitors of the PMA/ionomycin-induced NF-kB reporter in 697 B cells. 697 B-cell NF-kB luciferase reporter, 16 h. inhibition, % at 4 µM. 330,000 tested, 0.33% active; in the data active = inhibition above about 35%
XBP1 UPR activ: activators of adaptive arm of unfolded protein response (XBP1). CHO-XBP1 luciferase reporter, IRE1-XBP1 UPR activation, luminescence; percent of tunicamycin response, DMSO as zero. activation, % at 20 µM. 330,000 tested, 0.33% active. AID 463104;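 active = versus positive control, 20 µM dose yields 30% or more activation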;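 note: 100% = tunicamycin at 10 µg/mL and 0% = DMSO only wells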
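incubation = overnight seeding at 37 °C, 6 h compound treatment at 37 °C | assay system = CHO-XBP1 cells stably carrying IRE1-XBP1-driven luciferase reporter | input = 1000 cells per well | detection = luciferase luminescence | dosing = single point, 20 µM final compound, 1% DMSO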
Mdm2-MdmX inh: disrupts the human Mdm2-MdmX interaction | O15151+Q00987 | SaOS-2 split-luciferase Mdm2/MdmX complementation, luminescence | inhibition, % at 8 µM | 330,000 tested, 3% active;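 active = inhibition of at least 50% at 8 µM in the primary screen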
Jurkat NFkB inh: lowers PMA/ionomycin-induced NF-kB signal in Jurkat cells. inhibition, % at 4 µM. 330,000 tested, 0.53% active. PMA/ionomycin-induced NF-kB luciferase reporter, luminescence; in the data active = inhibition above about 50%
CXCR6 block: CXCR6 (human) receptor inhibition; 360,000 tested, 0.36% active; O00574; CHO-K1 PathHunter CXCR6 beta-arrestin, luminescence; AID 602244; inhibition, % at 20 µM; in the data active = inhibition above about 34%, passing the limit was not always enough;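 note: antagonist mode with CXCL16 agonist at 10 nM final; 0% = 10 nM CXCL16 with DMSO and 100% = unstimulated wells without agonist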
Target sequence (O00574 whole entry, looked up): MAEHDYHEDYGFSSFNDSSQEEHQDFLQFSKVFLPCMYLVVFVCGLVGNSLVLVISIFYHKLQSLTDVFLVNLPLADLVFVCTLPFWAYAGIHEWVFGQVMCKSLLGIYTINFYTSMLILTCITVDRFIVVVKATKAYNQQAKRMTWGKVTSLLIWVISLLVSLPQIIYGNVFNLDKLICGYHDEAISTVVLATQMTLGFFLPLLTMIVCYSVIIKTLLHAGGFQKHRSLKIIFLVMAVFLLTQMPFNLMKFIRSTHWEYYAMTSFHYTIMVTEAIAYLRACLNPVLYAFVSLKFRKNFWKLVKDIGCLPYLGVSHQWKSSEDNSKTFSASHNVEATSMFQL
EBI2 block: antagonists of human EBI2 receptor; P32249; EBI2 beta-arrestin recruitment, luminescence, 7a,25-OHC stimulated; inhibition, % at 5 µM; 360,000 tested, 0.81% active; in the data active = inhibition above about 38%;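 note: enzyme fragment complementation signal reports receptor beta-arrestin coupling in cells; 0% = agonist plus DMSO wells and 100% = wells without agonist; some results beyond the cut were filed as inactive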
Target sequence (P32249 whole entry, looked up, the tested form may be a part): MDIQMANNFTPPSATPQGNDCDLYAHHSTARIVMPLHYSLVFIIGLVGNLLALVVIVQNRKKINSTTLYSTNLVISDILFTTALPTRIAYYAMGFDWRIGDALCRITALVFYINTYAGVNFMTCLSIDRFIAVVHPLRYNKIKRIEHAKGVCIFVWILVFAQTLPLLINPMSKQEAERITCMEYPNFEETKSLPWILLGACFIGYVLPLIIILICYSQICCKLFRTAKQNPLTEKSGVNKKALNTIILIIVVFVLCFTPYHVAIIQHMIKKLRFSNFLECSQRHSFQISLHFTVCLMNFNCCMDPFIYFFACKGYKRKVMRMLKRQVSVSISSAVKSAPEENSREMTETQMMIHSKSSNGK
* = called active by the depositor; · = no result given.

SMILES	UPR CHOP act	CCR6 antag	Gli-Sufu block	697 NFkB inh	XBP1 UPR activ	Mdm2-MdmX inh	Jurkat NFkB inh	CXCR6 block	EBI2 block
CC(C)(C)c1ccc(C(=O)NCCC(=O)NCc2ccco2)cc1	2.2	15	3	5	1	18	-17	3	-3
CN1CCN(c2nc3nonc3nc2N2CCN(C)CC2)CC1	-2.6	-4	9	14	2	19	4	2	-20
C/C=C/c1ccc(OCCCn2cncn2)c(OC)c1	0.7	9	-9	-44	1	10	-6	-2	-2
O=C(Nc1ccc(Cl)c(S(=O)(=O)N2CCCCC2)c1)c1cnccn1	0.2	8	8	-3	-2	21	4	5	-13
Cc1ccc(NC(=O)CN2C(=O)NC3(CCCc4ccccc43)C2=O)c([N+](=O)[O-])c1 (configuration not stated)	1.7	1	5	8	-4	1	-2	-8	-9
C[C@@H]1CC[C@@]2(O[C@@H](CCO)C[C@@H](O)[C@@H]2O)O1	1.2	0	6	6	0	18	9	-4	-10
O=C1C=CC(=O)c2c(O)c(N3CCN(CCO)CC3)c(Cl)c(O)c21	·	102*	50	·	·	·	·	66*	-19
c1coc(CNc2ncnc3ccccc23)c1	1.1	-6	38	-24	0	-3	36	-3	-22
CC(C)CCN(C(=S)NC(=O)C1CCCCC1)c1c(N)n(Cc2ccccc2)c(=O)[nH]c1=O	-2.4	0	-1	2	-3	15	15	8	2
CCc1c(-c2ccccc2)nc2sc3c(c2c1N)CCCC3	4.0	8	-16	-59	1	72*	-52	-6	2
CCN1C(=O)[C@H]2[C@@H](c3ccc(C)cc3)N3C(=O)N(c4ccc(OC)cc4)C(=O)[C@@]3(Cc3ccccc3)[C@H]2C1=O	-0.3	1	-6	-5	-1	-3	-8	2	5
Cc1ccc(CNS(=O)(=O)c2c(C)[nH]c(C)c2C(=O)N2CCCCC2)o1	1.0	7	-11	-4	-3	17	7	4	-6
CC(=O)NC12CC3CC(C1)CC(C(=O)Oc1ccc(N(C)S(=O)(=O)c4cc(C)ccc4C)cc1)(C3)C2	1.5	5	-4	-21	0	22	3	-2	23
Cc1ccc(C)c(NC(=O)CCc2ccc(C)o2)c1	2.1	10	1	-22	-2	-5	-4	7	-9
O=C(Nc1ccc(SC(F)F)cc1)C12CCC(CC1)C2	1.8	9	-30	-56	6	-63	-46	-14	6
O=C1CN(c2ccc(Br)cc2)C(=O)N1CC(=O)N1CCCc2ccccc21	-0.8	4	8	-30	-2	-14	-5	-3	-8
CCc1nnc(NC(=O)CCN(c2cc(C)cc(C)c2)S(=O)(=O)c2ccc(Cl)cc2)s1	1.0	17	-8	-15	-3	25	7	3	3
NC(=O)NC(CC(=O)NCCc1ccccn1)c1ccccc1Cl (configuration not stated)	-0.5	9	10	2	2	20	-1	1	-3
O=C(NCCc1ccccc1)c1cccs1	0.0	4	-59	-88	-3	-54	-84	3	2
CC(C)CN(C(=O)COC(=O)CCN1C(=O)c2ccccc2C1=O)C1CCS(=O)(=O)C1 (configuration not stated)	0.5	-5	0	-21	-2	5	-19	-6	-2
O=C(c1ccccc1)N1CCN(C(=S)NCCc2ccccc2)CC1	0.1	7	-4	18	-3	7	4	-2	-4
CC1CCC(C(=O)NC(C(=O)N2CCN(c3ccccn3)CC2)C(C)C)CC1 (configuration not stated)	0.3	6	15	18	-2	22	15	6	-12
Cc1ccc(NC(=O)CSc2nnc(Cc3ccccc3)o2)c(C)c1	-1.1	-7	-13	21	-2	-2	-14	4	-2
O=C(CSc1nccn1-c1ccc(F)cc1)NCc1ccc(F)cc1	-1.2	-7	·	5	-1	17	-2	3	1
COc1ccc(Cl)cc1NC(=O)NCC1CCN(C(=O)OC(C)(C)C)CC1	-1.7	6	6	-17	-1	14	-1	8	5
Cc1cccc(N=C2NC(=O)/C(=C/c3cn(C)c4ccccc34)S2)c1	0.6	30	2	15	0	29	2	12	45*
O=C(CN1C2=NCCCN2c2ccccc21)c1cccc(Br)c1	-1.4	13	7	0	-3	18	6	8	-1
CSc1ccc(Cl)c(C(=O)Nc2ccc(N3CCOCC3)cc2)c1	-0.1	17	-5	-13	-3	15	-12	6	0
O=S(=O)(NCCC(c1ccc(F)cc1)c1ccco1)c1ccccc1 (configuration not stated)	-1.8	11	9	-3	-6	0	-12	1	4
Cc1ccc(C(OCC(O)CN2CCCCC2CO)c2ccccc2)cc1 (configuration not stated)	-1.9	0	6	6	-2	22	1	3	3
CCOC(=O)c1cn2ccc(C)cc2n1	3.3	1	-30	-10	1	-3	-18	1	0
O=C(COC(=O)c1cnccn1)Nc1ccc(Cl)cc1C(F)(F)F	1.2	2	-2	23	0	-11	14	0	0
CCOc1ccc(N(CC(=O)NCc2ccc(F)cc2)S(=O)(=O)c2c(C)noc2C)cc1	1.7	17	-5	22	-3	44	-1	5	-4
CC(C)[C@H](NC(=O)NC1CCCc2ccccc21)C(=O)O (some centres not stated)	-3.4	10	9	-13	0	19	11	8	5
CCOc1ccc(N(CC(=O)NC2CCCCC2)C(=O)CCC(=O)Nc2cc(C)ccn2)cc1	-2.1	12	-8	2	-4	14	-3	0	4
CCC(C)n1c(SCC(=O)Nc2ccc3[nH]c(=O)[nH]c3c2)nc2ccccc2c1=O (configuration not stated)	2.1	6	-12	-24	5	-15	9	-7	2
CCn1c(-c2ccccn2)nc2cc(S(=O)(=O)N(C)C)ccc21	4.2	10	2	-5	12	6	-14	11	-5
Cc1ccc(C(O)c2nc3ccccc3n2C(C)C)cc1 (configuration not stated)	0.8	3	5	-4	-1	9	11	-1	-21
CCCCc1cc(=O)oc2cc(OCC(=O)NC(Cc3c[nH]c4ccc(O)cc34)C(=O)O)ccc12 (configuration not stated)	-0.8	1	2	-2	4	-29	8	9	-6
O=C(CSc1nnc2ccc(-c3ccco3)nn12)Nc1ccccc1F	-1.9	-2	1	3	-2	0	2	18	-8
CC(=O)NC1CC2CCCC(C1)N2C(=O)Nc1ccccc1 (configuration not stated)	0.8	9	8	-38	-1	-18	-5	-2	-11
COC(=O)[C@@]1(Cc2ccccc2)[C@H]2c3cc(C(=O)N4CCCC4)n(CCSCCO)c3C[C@H]2CN1C(=O)c1ccccc1	-1.1	·	·	24	0	12	8	·	·
CN=C1CC(SC)=C1c1ccc(C)cc1	1.0	27	-17	12	2	27	-4	-6	-10
CCCn1cnc2cc(NCc3ccc(Br)cc3)ccc21	3.1	15	-44	-41	6	-52	-53	3	10
CCOC(=O)c1cc(S(=O)(=O)NC2CCCCC2)cn1C	0.0	0	4	9	-6	23	5	6	-6
CC(=NNc1nc2ccccc2o1)c1cc2ccccc2cn1	·	-16	92*	·	·	·	·	-6	1
CC(C)n1nc(C(=O)Nc2nc3ccccc3[nH]2)c2ccccc2c1=O	2.8	10	11	-3	4	-4	4	-3	-4
Nc1nnnn1/N=C/C=C/c1ccccc1	3.9	0	-12	-2	2	1	-6	1	5
CC(O)CNc1nc(NCc2ccccc2)c2cnn(C)c2n1 (configuration not stated)	-0.8	2	5	-16	-3	24	-2	-5	2
Cc1ccc(O)c(C(=O)/C=C/c2ccc3c(c2)OCCO3)c1	2.1	22	1	-18	13	52*	-17	7	17
CCn1cc(C(=O)O)c(=O)c2cc(Br)ccc21	-0.2	1	1	5	3	12	11	3	-1
CCCCN(C)Cc1c(C)[nH]c2ccc(Cl)cc2c1=O	1.6	-7	-1	4	-3	-5	-1	1	-9
O=C(CCc1[nH]c2ccccc2c1Sc1ccccc1)N(CCO)CCO	-0.3	1	3	26	-1	-23	-3	0	-4
O=C(CN1CCCC1)N/N=C/c1ccc(-c2cccc(Cl)c2)o1	1.9	-20	0	-2	-1	-2	6	-3	8
Cc1cc(C)cc(NC(=O)CSc2nc(=O)n(CCN3CCOCC3)c3c2CCCC3)c1	0.5	9	2	4	1	13	2	9	-6
COc1cccc(-n2c(=O)[nH]cc(C(=O)Nc3ccc4c(c3)OCCO4)c2=O)c1	-2.3	8	·	7	-4	19	4	8	-8
O=C(Nc1ccc2nc3n(c(=O)c2c1)CCCCC3)c1ccccc1Cl	6.7	7	-25	4	45*	-34	11	-4	3
Cc1ccsc1C(=O)NNC(=O)Nc1ccc(Cl)c(Cl)c1	2.4	-1	-11	-5	0	7	-22	-14	-8
NS(=O)(=O)c1cccc(NC(=O)COC(=O)c2cc(-c3ccc(Cl)cc3)nc3ccccc23)c1	-1.0	15	-14	-45	3	-23	-13	4	29
COc1ccc(-c2ccc3c(c2)C2CC3CCN2)cc1 (configuration not stated)	·	-9	2	·	·	·	·	-4	-7

Profiles, quoted from the list:
O=C(Nc1ccc2nc3n(c(=O)c2c1)CCCCC3)c1ccccc1Cl is listed with UPR CHOP act: 6.7; CCR6 antag: 7; Gli-Sufu block: -25; 697 NFkB inh: 4; XBP1 UPR activ: 45*; Mdm2-MdmX inh: -34; Jurkat NFkB inh: 11; CXCR6 block: -4; EBI2 block: 3
c1coc(CNc2ncnc3ccccc23)c1 is listed with UPR CHOP act: 1.1; CCR6 antag: -6; Gli-Sufu block: 38; 697 NFkB inh: -24; XBP1 UPR activ: 0; Mdm2-MdmX inh: -3; Jurkat NFkB inh: 36; CXCR6 block: -3; EBI2 block: -22

Next results:
SMILES	UPR CHOP act	CCR6 antag	Gli-Sufu block	697 NFkB inh	XBP1 UPR activ	Mdm2-MdmX inh	Jurkat NFkB inh	CXCR6 block	EBI2 block
Cc1cccc(C)c1OCC(=O)Nc1cc(Cl)ccc1-n1cncn1	-0.1	11	0	-4	-4	26	-17	-2	9
Clc1ccccc1-c1cc(COc2ccc3ccccc3c2)no1	1.0	3	-4	8	1	-13	1	-3	-1
Cc1nc2ncnn2c(C)c1CCC(=O)Nc1ccc(S(=O)(=O)N2CCCCCC2)cc1	-2.5	12	6	-4	3	8	-7	2	-10
O=S1(=O)CCOC[C@H](CC2CCCCC2)N1Cc1ccc(F)cc1	3.3	8	-13	-4	0	11	4	6	10
COc1ccc(-n2c(=O)c3ccccc3n(CC(=O)NCC3CCCO3)c2=O)cc1 (configuration not stated)	-1.0	7	-14	13	-4	-4	16	3	6
CCOC(=O)C(c1ccccc1)C(Nc1cc(C(F)(F)F)cc(C(F)(F)F)c1)c1ccccn1 (configuration not stated)	1.6	-6	10	-4	1	-1	28	-13	1
Nc1cc(N)nc(SCC(=O)Nc2ccc(Br)cc2Cl)n1	-0.8	-21	-17	-41	2	-13	-19	-1	-4
O=C(NNC(=O)c1ccco1)c1csc(N2CCOCC2)n1	-0.5	7	-4	-16	-2	24	10	3	-11
Cc1c(Cl)cccc1NC(=O)Nc1ccccc1C(N)=O	-0.4	0	1	31	-4	-21	3	3	9
O=C(c1cc2nc(-c3ccc(F)cc3)cc(C(F)(F)F)n2n1)N1CCCCC1c1cccnc1 (configuration not stated)	3.9	22	67*	-59	17	29	28	-4	-12
O=C(NCc1ccco1)c1cnc2n(c1=O)CCS2	0.7	-11	5	13	3	9	8	2	2

Taken from above.
Cc1cccc(C)c1OCC(=O)Nc1cc(Cl)ccc1-n1cncn1 in CXCR6 block → -2
O=S1(=O)CCOC[C@H](CC2CCCCC2)N1Cc1ccc(F)cc1 in EBI2 block → 10
Nc1cc(N)nc(SCC(=O)Nc2ccc(Br)cc2Cl)n1 in Jurkat NFkB inh → -19
O=C(NNC(=O)c1ccco1)c1csc(N2CCOCC2)n1 in Gli-Sufu block → -4
O=C(NCc1ccco1)c1cnc2n(c1=O)CCS2 in Mdm2-MdmX inh → 9

High-throughput results (PubChem)
